SUMO1 PPI mod: modulators of human SUMO1-mediated protein-protein interactions | SUMO1 binding to a labelled peptide, TR-FRET, 1 h | actives 0.33% (n = 360,000) | inhibition, % at 20 µM | P63165 | AID 602429; in the data active = inhibition above about 37%
Target sequence (P63165 whole entry, looked up): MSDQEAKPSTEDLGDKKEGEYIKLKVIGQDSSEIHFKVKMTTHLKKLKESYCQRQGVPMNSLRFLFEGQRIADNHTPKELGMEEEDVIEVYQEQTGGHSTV
Rpn11 block: inhibitors of human proteasome Rpn11; AID 588493; O00487; calls only at 20 µM; actives 0.59% (n = 360,000); human 26S proteasome, Ub4-pepOG fluorescence polarization; 20S core pre-blocked with epoxomicin;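 active = inhibition at 20 µM, scaled to each plate's controls, above about 33%, limit read from the data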
Scp1 inh: Scp-1 (human) phosphatase inhibition | AID 493091 | actives 0.88% (n = 340,000) | Recombinant Scp1, phosphopeptide, malachite green phosphate absorbance | inhibition, % at 20 µM | Q9GZU7;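 active = inhibition above about 50% at 20 µM, limit read from the data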;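 note: plate controls were DMSO wells with enzyme for no effect and wells lacking enzyme for full effect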
Target sequence (Q9GZU7 76-261 limits assumed): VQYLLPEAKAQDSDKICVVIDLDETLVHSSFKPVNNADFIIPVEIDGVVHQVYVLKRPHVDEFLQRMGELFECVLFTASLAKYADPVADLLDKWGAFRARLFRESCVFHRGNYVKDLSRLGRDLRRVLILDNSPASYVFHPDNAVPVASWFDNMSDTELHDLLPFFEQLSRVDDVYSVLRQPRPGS
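Incubation: 45 min enzyme reaction at room temperature / System: truncated SCP-1 phosphatase (76-261aa) / Reagent: Phospho 17-mer peptide substrate / Buffer or medium: Acidic Tris acetate buffer with magnesium and detergent / Signal: absorbance at 630 nm / Doses: one concentration, 20 µM, with 1.0% DMSO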
LMPTP inh: LMPTP (human) inhibition; recombinant LMPTP-A, OMFP fluorogenic substrate, fluorescence intensity; P24666; actives 0.22% (n = 360,000); inhibition, % at 20 µM;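 active = compounds that cut the enzyme signal by at least half of the control window in the single-dose screen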;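 note: plate controls were DMSO wells with enzyme plus substrate for no effect and substrate without enzyme for full effect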
Target sequence (P24666 whole entry, looked up): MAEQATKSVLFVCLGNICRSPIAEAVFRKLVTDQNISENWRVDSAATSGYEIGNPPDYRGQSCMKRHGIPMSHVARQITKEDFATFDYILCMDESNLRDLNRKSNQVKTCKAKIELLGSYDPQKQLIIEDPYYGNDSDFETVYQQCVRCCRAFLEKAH
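Test system – LMPTP-A enzyme · Amount – LMPTP-A at 0.625 nM final in the reaction · Buffer or medium – Bis-Tris pH 6.0, DTT, detergent · Reagent – OMFP 400 µM · Doses – single 20 µM dose · Schedule – reaction 50 min, room temperature, dark · Detection – fluorescence intensity of OMFP turnover product · Evaluation – percent inhibition versus substrate-only and uninhibited controls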
MT1-MMP act inh: blocks activation of human MT1-MMP; P50281; HT1080 RFP-PRO-GFP cells, GFP/RFP ratio fluorescence, overnight; percent of plate control window, DMSO zero; GFP/RFP ratio change, % at 20 µM; actives 0.061% (n = 360,000);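 active = GFP/RFP ratio change of at least 30% with cell ATP level not reduced by more than half and red fluorescence within 50% of control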; note: strong numbers were not always called active
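Material – HT1080 RFP-PRO-GFP cells · Control set – DMSO wells and RFP-L50D-GFP cells · Incubation – overnight cell settling, then overnight compound exposure, 37 °C, 5% CO2 · Compound dosing – single-point 20 µM compound, 1% DMSO · Read-out – GFP/RFP fluorescence ratio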
CendR NRP1 mod: alters CendR peptide binding to human NRP-1. FAM-RPARPAR peptide binding to NRP-1, fluorescence polarization. inhibition, % at 25 µM. actives 0.85% (n = 360,000). AID 602438;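 active = inhibition or corrected inhibition above about 18%, plus a signal ratio from 0.5 to 1.5, limit read from the data, passing the limit was not always enough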; note: strong numbers were not always called active
STEP inh: STEP (human) phosphatase inhibition; P54829; inhibition, % at 20 µM; actives 0.25% (n = 360,000); AID 588621; recombinant STEP, OMFP fluorogenic substrate, fluorescence;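 active = inhibition at 20 µM, scaled per plate between control wells, above about 37%, limit read from the data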;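 note: 0% = DMSO with enzyme and substrate and 100% = substrate only without enzyme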
Target sequence (P54829 whole entry, looked up): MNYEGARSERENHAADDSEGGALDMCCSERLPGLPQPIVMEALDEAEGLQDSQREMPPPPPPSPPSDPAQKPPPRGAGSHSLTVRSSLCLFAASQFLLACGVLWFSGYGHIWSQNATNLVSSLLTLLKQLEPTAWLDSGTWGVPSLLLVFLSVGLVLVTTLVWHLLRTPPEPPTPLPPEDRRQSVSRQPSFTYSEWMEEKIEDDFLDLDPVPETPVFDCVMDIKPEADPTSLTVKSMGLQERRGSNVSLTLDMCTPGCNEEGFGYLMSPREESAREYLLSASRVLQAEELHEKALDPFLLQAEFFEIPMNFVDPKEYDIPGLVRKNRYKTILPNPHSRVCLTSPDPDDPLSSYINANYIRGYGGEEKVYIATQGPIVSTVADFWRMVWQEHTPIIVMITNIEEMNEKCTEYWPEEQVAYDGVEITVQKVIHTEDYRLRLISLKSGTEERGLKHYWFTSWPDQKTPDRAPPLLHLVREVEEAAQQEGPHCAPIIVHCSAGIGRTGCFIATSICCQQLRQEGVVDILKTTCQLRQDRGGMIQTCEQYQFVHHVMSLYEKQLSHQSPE
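System: STEP phosphatase, cell-free reaction; Buffer or medium: Bis-Tris pH 6.0 buffer with DTT, detergent; Incubation: 20 min at room temperature, dark; Measured by: fluorescence, 480/540 nm.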
DNMT1 block: inhibitors of human DNMT1; P26358; DNMT1 molecular beacon, Hinp1I cleavage, fluorescence; inhibition (reported as % activation of signal), % at 10 µM; actives 0.83% (n = 360,000); AID 588458; in the data active = inhibition above about 50%
NadD inh: NadD (S. aureus) enzyme inhibition; actives 0.78% (n = 360,000); purified NadD enzyme, colorimetric absorbance read-out; inhibition, % at 20 µM; in the data active = inhibition above about 26%; note: some compounds past the cut are filed as inactive
SKN-1 block: C. elegans SKN-1 inhibition | inhibition, % at 21.8 µM | actives 0.49% (n = 360,000) | AID 624304 | C. elegans VP596 Pgst-4::GFP/RFP ratio, acrylamide-induced, 24 h;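 active = interference check ratio from 0.5 to 1.5 plus GFP to RFP signal ratio inhibition reaching or exceeding a fixed threshold, cut at about 30% in these data, passing the limit was not always enough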; note: some compounds called inactive have numbers as strong as hits
* marks the source's active call; other numbers are inactive results; i = inactive; · = no result given.

SMILES	SUMO1 PPI mod	Rpn11 block	Scp1 inh	LMPTP inh	MT1-MMP act inh	CendR NRP1 mod	STEP inh	DNMT1 block	NadD inh	SKN-1 block
C(=C\c1ccccc1)/CN1CCN(C(c2cc3ccccc3o2)c2nnnn2Cc2ccccc2)CC1 (stereo not given)	6.4	i	·	3.9	1.9	0.5	0.7	-14.7	3.6	-12.3
CCOc1ccc(CNC(=O)CCS(=O)(=O)c2ccc3c(c2)NC(=O)CO3)cc1OC	-0.2	i	-6.2	-2.7	2.5	7.5	-2.0	6.1	2.3	5.9
O=C(CNC(=O)c1ccc(Cl)cc1)N/N=C/c1cccnc1	-9.4	i	-9.8	-1.2	-2.2	-2.1	0.5	-0.5	-0.5	6.7
O=C(Cc1cccc(NC(=O)C2CCCN(C(=O)c3ccccc3)C2)c1)Nc1cccc(C(=O)N2CCCCC2)c1 (stereo not given)	2.3	i	-4.2	-0.9	2.6	-0.4	-2.1	-3.2	4.3	3.3
Oc1c(C(c2ccccc2)N2CCCCC2)ccc2ccccc12 (stereo not given)	0.7	i	·	1.3	-17.8	-4.1	0.8	-29.0	16.3	-2.9
COc1ccc(S(=O)(=O)Nc2ccc(C)cc2)cc1N(C)S(=O)(=O)c1ccc(Cl)cc1	-4.0	i	-5.9	1.7	1.0	-6.2	-4.2	-7.0	0.3	0.5
O=C(Cn1c(=O)oc2cc(S(=O)(=O)N3CCCC3)ccc21)N1CCN(c2ccccn2)CC1	-1.7	i	-1.6	-0.3	-5.6	13.6	-2.6	-2.1	-1.4	-2.6
CSc1c(CC(=O)Nc2ccc(F)cc2)n(Cc2ccccc2)c2ccccc12	-3.1	i	-9.6	1.8	-8.5	-9.0	2.5	14.9	-4.8	10.7
O=C(O)c1ccc(NS(=O)(=O)c2ccc(N3C(=O)CCC3=O)cc2)cc1	5.1	i	-9.6	-2.2	0.7	23.1	-0.4	-0.6	-0.9	16.1
Cc1ccccc1OCc1nc(-c2ccc(Br)o2)no1	4.8	i	-21.6	1.2	3.8	-0.7	-1.3	-1.8	-5.6	9.7
Cc1ccc[n+](CC(=O)c2ccc(NC(=O)c3ccccc3)cc2)c1	-5.7	i	3.1	-2.5	0.6	-7.4	0.9	0.2	-5.5	15.0
Clc1ccc(SCCOCCN2CCCCCC2)cc1	-36.3	i	-3.5	0.1	1.6	-2.8	0.9	-3.1	0.7	10.3
COC(=O)c1cc(S(=O)(=O)NCC2CCN(CCc3ccc(OC)cc3)CC2)cn1C	-1.8	i	-4.7	0.9	-1.2	-3.3	-3.4	-0.4	-0.1	3.3
NC(=O)COc1ccccc1/C=C1/SC(=O)N(CC(=O)N2CCc3ccccc3C2)C1=O	-20.8	i	-10.9	-1.4	3.2	4.0	0.6	-3.4	5.4	5.0
COc1cccc(NC(=S)NCc2ccco2)c1	2.3	i	-11.2	-0.5	-0.2	-6.2	1.1	2.2	-3.6	14.6
O=C(Nc1cc(S(=O)(=O)N2CCOCC2)ccc1-n1cncn1)c1ccc(Cl)cc1	2.7	i	7.3	-1.6	0.5	3.1	0.0	-7.0	-0.2	-3.1
O=C(CCCNC(=O)/C(=C/c1ccc(F)cc1)NC(=O)c1ccccc1)OCc1ccccc1	-0.3	i	-3.4	-0.1	3.5	-0.6	0.6	0.1	-0.8	5.7
O=C(OCCOc1ccc(F)cc1)c1ccc(S(=O)(=O)N2CCCC2)cc1	-4.2	i	-1.1	1.9	4.1	-1.5	-0.5	-5.4	-5.1	-1.4
Cc1noc(C(=O)Nc2sc3c(c2C#N)CCC3)c1Cl	1.0	i	2.9	-0.3	-4.2	-10.9	4.2	4.8	-6.6	-10.4
CCN(CC(=O)Nc1c(F)cccc1F)C(=O)C1CC(=O)N(c2ccccc2OC)C1 (stereo not given)	-38.1	i	-10.7	-9.8	-1.8	5.4	-1.3	-3.0	-0.2	-11.3

One compound at a time, as listed above:
`Oc1c(C(c2ccccc2)N2CCCCC2)ccc2ccccc12` (stereo not given) is listed as SUMO1 PPI mod = 0.7; Rpn11 block = i; Scp1 inh = ·; LMPTP inh = 1.3; MT1-MMP act inh = -17.8; CendR NRP1 mod = -4.1; STEP inh = 0.8; DNMT1 block = -29.0; NadD inh = 16.3; SKN-1 block = -2.9
`Cc1ccc[n+](CC(=O)c2ccc(NC(=O)c3ccccc3)cc2)c1` is listed as SUMO1 PPI mod = -5.7; Rpn11 block = i; Scp1 inh = 3.1; LMPTP inh = -2.5; MT1-MMP act inh = 0.6; CendR NRP1 mod = -7.4; STEP inh = 0.9; DNMT1 block = 0.2; NadD inh = -5.5; SKN-1 block = 15.0

Additional records.
SMILES	SUMO1 PPI mod	Rpn11 block	Scp1 inh	LMPTP inh	MT1-MMP act inh	CendR NRP1 mod	STEP inh	DNMT1 block	NadD inh	SKN-1 block
COc1cc(-c2c(C#N)c(N)nc(SCc3ccncc3)c2C#N)cc(OC)c1OC	-2.0	i	0.2	2.1	-24.8	-5.9	3.4	-9.3	-3.1	29.5
O=C(NCc1ccccc1)C(=O)NCC1OCCCN1S(=O)(=O)c1cccs1 (stereo not given)	-0.3	i	-6.1	1.4	0.7	6.6	-1.4	-2.8	4.6	28.3
CN(Cc1cccc(F)c1)C(=O)c1cc(=O)[nH]c2ccccc12	1.9	i	-5.9	-1.5	-2.0	6.8	-0.8	-1.2	-1.6	-1.0
CC(C)(C)OC(=O)N/N=C\c1ccc(OC(=O)c2cccs2)cc1	-5.6	i	3.8	-1.8	2.0	4.0	-2.8	-1.6	2.9	-5.3
COc1ccc(-c2nn(-c3ccccc3)cc2C(=O)NC2CCCCC2C)cc1 (stereo not given)	-1.1	i	-13.0	-1.8	1.3	2.0	1.4	13.8	-4.5	8.2
O=C(Nc1ccc(Oc2ccc(Cl)cc2)cc1)c1ncn[nH]1	2.6	i	-2.6	2.5	-3.6	0.6	0.9	-1.9	1.6	10.6
CCO[C@H]1OC(C(=O)NC2CC2)=C[C@@H](c2coc3ccccc3c2=O)[C@@H]1CCCO	0.8	i	-16.9	-1.2	-3.8	10.9	-4.0	-2.9	-5.0	19.4
COC(=O)N/N=C(\C)c1cccc(C(F)(F)F)c1	-1.1	i	-2.2	0.2	2.7	6.7	-0.3	1.6	-1.4	-7.0
CC1CC(=O)c2cnc(N)nc2C1 (stereo not given)	-5.1	i	-7.0	-1.0	0.3	-3.6	1.3	0.0	0.2	13.0
CC1CCCCN1CCNC(=O)CN1C(=O)COc2ccccc21 (stereo not given)	-4.7	i	-1.1	-1.1	3.8	5.8	-1.9	-2.4	0.0	4.2
O=C1CSC(=S)N1c1ccccc1	4.6	i	-13.3	-0.2	11.5	-4.5	-0.9	1.5	1.4	18.5
Cc1cc(OCCn2nc(C(=O)O)c3ccccc3c2=O)ccc1C(C)C	-3.5	i	-5.5	4.5	6.5	15.7	2.8	3.1	-8.9	0.6
CC(C)c1onc(C(=O)N2CCN(c3ccccc3)CC2)c1[N+](=O)[O-]	-6.7	i	-13.9	-1.3	2.1	1.8	0.7	-1.7	-3.7	-15.5
CC(C)CCNC(=O)CCCC1=NS(=O)(=O)c2ccccc2N1	-4.5	i	-7.4	0.2	-1.3	-12.6	1.4	-2.5	2.3	3.2
COC(=O)CCN1CCC2CC1c1cc(Cl)ccc12 (stereo not given)	-2.3	i	-12.4	-1.6	4.4	-5.9	1.5	5.0	-2.9	-5.9
Cc1ccc(S(=O)(=O)N2CCN(C(=O)CCOc3cc(C)ccc3C)CC2)cc1	-20.7	i	-7.2	-7.8	0.8	-9.6	2.0	0.2	0.5	-7.3
COc1ccc(C2c3c(ccc4ccccc34)Oc3ncn4nc(Cc5ccccc5)nc4c32)cc1OC (stereo not given)	-1.5	i	-15.6	0.2	8.6	-18.8	2.6	-2.6	10.5	17.0
C[n+]1ccn(CC(=O)c2ccc(Br)cc2)c1	3.9	i	-3.4	-1.6	1.7	-14.2	2.7	0.2	1.2	17.9
O=C1CN(C(=O)c2ccc(Br)o2)C(c2ccc(F)cc2)c2cc(F)ccc2N1 (stereo not given)	0.8	i	0.0	1.1	-37.4	7.0	0.1	0.2	-1.7	28.9
O=c1[nH]c(/C=C/c2ccc([N+](=O)[O-])cc2)c([N+](=O)[O-])c(=O)[nH]1	8.1	i	-2.8	-1.5	-4.4	-58.6	3.9	6.3	-2.4	0.2
CCc1cccc(NC(=O)c2cc(OC)c(OC)c(OC)c2)c1	1.7	i	1.8	0.2	4.9	-2.1	-3.3	-1.1	-3.6	12.4
CC(C)NC(=O)NC(=O)COC(=O)CCCSc1nc2ccccc2s1	-0.5	i	-3.7	-0.1	-0.8	-8.4	-0.3	3.4	-1.8	0.2
Cc1cc(C)c(C)c(S(=O)(=O)NCc2ccc(C(=O)NCC3CCCO3)cc2)c1C (stereo not given)	0.4	i	13.0	-0.5	0.9	11.2	3.0	0.3	-3.3	12.1
Cc1onc(-c2ccccc2)c1-c1ccnn1C(=O)NC(C)C	3.6	i	-12.8	0.2	-0.9	2.3	3.7	0.6	-6.6	5.8
COc1ccccc1C(=O)N1C(CC(=O)Nc2ccc(C)c(C)c2)C(=O)NC2CCCCC21 (stereo not given)	0.9	i	-3.1	-1.4	1.0	9.2	-0.6	2.1	7.2	6.5
CCCSCCCNC(=O)Cn1cc2c(n1)CCC(C)C2 (stereo not given)	5.5	i	-0.4	0.8	2.7	7.8	-3.1	-0.7	-0.8	2.1
O=C(Nc1ccc(N2CCOCC2)cc1)C1(S(=O)(=O)c2ccccc2)CC1	0.3	i	-4.9	-2.7	-10.7	6.3	0.8	22.7	-2.0	-3.7
COc1ccc(CN(C)CC(=O)Nc2ccccc2C(F)(F)F)c(OC)c1	-3.0	i	-2.3	0.1	0.3	-13.2	-3.7	-5.1	-7.9	1.4
Cc1cccc(C)c1NC(=O)CNC(=O)c1ccc(COc2ccccc2)cc1	-1.3	i	-4.3	-0.2	0.0	-3.1	-1.8	33.8	5.7	-3.5
CC(=O)Nc1ccc(S(=O)(=O)N2CCCN(c3nc(C)cc(C)c3C#N)CC2)cc1	6.9	i	-5.0	-0.3	-0.9	2.5	-4.6	0.3	0.3	7.8
O=C(Oc1cccc(NC2=NS(=O)(=O)c3ccccc32)c1)c1ccncc1	4.5	i	-3.3	0.3	3.1	9.6	1.5	-0.6	9.0	7.3
CC(C)Oc1cccc(C(=O)NC(=S)Nc2ccc(N3CCN(C)CC3)cc2)c1	-12.8	i	-3.1	-3.9	-2.4	0.8	11.4	-6.7	-7.3	-17.0

Entries shown so far with a CF3 group (2):
SMILES	SUMO1 PPI mod	Rpn11 block	Scp1 inh	LMPTP inh	MT1-MMP act inh	CendR NRP1 mod	STEP inh	DNMT1 block	NadD inh	SKN-1 block
COC(=O)N/N=C(\C)c1cccc(C(F)(F)F)c1	-1.1	i	-2.2	0.2	2.7	6.7	-0.3	1.6	-1.4	-7.0
COc1ccc(CN(C)CC(=O)Nc2ccccc2C(F)(F)F)c(OC)c1	-3.0	i	-2.3	0.1	0.3	-13.2	-3.7	-5.1	-7.9	1.4

High-throughput results from PubChem.
